# High-throughput results: PubChem BioAssay, several laboratories
# IL1B cytotox = HUVEC cytotoxicity counter-screen, IL-1B stimulated; HUVEC cell count loss, Hoechst imaging; cell count reduction, % at 2 µM; hit rate 0.41% among 94,000; AID 845;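 active means cell count reduction more than 3 SD above the screen-wide mean, cut at about 70% in these data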;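 further: normalized per plate to untreated control cells as the no-loss baseline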
# Candida biofilm = kills Candida albicans biofilms | C. albicans biofilm + clotrimazole, Alamar Blue | inhibition, % at 6 µM | hit rate 0.14% among 85,000;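 active means inhibition above 20%; inactive means inhibition below 20%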;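 further: preformed 24 hr biofilms exposed to compound for 48 hr; 0% = biofilm without compound and 100% = blank killed by clotrimazole plus chlorhexidine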
# PTPN22 inh 2 = LYP (human) phosphatase inhibition. Q9Y2R2. recombinant LYP catalytic domain, DiFMUP fluorescence. inhibition, % at 2 µM. hit rate 0.21% among 96,000;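 active means inhibition at 2 µM at or above a set limit, the screen mean plus 3 SD, cut at about 24% in these data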;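 further: 0% = DMSO with enzyme and 100% = enzyme fully blocked by orthovanadate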
# TNFa cytotox = HUVEC cytotoxicity counter-screen, TNF alpha stimulated. HUVEC TNFalpha-stimulated, Hoechst cell count, imaging. cell count reduction, % at 2 µM. hit rate 0.17% among 93,000;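 active means cell count reduction exceeding the screen mean by over 5 SD, scaled to untreated wells per plate, cut at about 78% in these data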;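 further: cells counted after 24 h of TNF alpha exposure following the 1 h pretreatment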
# Smad3 inh = Smad3 (human) transcription factor binding inhibition; hit rate 0.29% among 88,000; TR-FRET Smad3/Dy647-FoxH1 peptide binding, europium anti-His; inhibition, % at 25 µM; AID 630; P84022;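 active means compounds that reduce the energy-transfer binding signal between the protein and its labelled peptide by more than half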;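 further: 0% = Smad3 plus labelled peptide maximal FRET and 100% = peptide-only background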
# Target sequence (P84022 whole entry, looked up): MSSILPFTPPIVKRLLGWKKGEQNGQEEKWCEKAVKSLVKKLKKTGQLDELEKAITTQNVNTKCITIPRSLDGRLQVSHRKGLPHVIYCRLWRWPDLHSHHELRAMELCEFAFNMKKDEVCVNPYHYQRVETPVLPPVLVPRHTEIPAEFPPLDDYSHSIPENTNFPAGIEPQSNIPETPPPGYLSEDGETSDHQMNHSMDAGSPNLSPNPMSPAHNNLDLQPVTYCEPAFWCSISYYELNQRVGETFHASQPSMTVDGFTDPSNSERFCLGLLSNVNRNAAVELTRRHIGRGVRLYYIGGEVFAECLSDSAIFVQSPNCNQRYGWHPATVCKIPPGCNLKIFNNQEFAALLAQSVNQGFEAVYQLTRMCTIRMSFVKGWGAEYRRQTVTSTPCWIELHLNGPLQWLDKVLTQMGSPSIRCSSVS
# F-actin modifier = alters cytoskeleton assembly in HUVEC cells; inhibition, % at 2 µM; AID 836; hit rate 0.18% among 91,000; HUVEC TNFa F-actin phalloidin imaging, high content;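 active means inhibition above the batch mean plus 3 SD and confirmed as a hit by visual image inspection, cut at about 30% in these data, passing the limit was not always enough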; further: strong numbers were not always called active
# VCAM1 TNFa inh = reduces TNF alpha induced VCAM1 expression in HUVEC; HUVEC TNFa-induced VCAM-1 immunofluorescence, high-content imaging; inhibition, % at 2 µM; hit rate 0.48% among 95,000; AID 802;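 active means inhibition above the batch mean plus 3 SD, with images confirmed as a hit by eye, cut at about 37% in these data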;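 further: 0% = TNF-stimulated DMSO wells and 100% = unstimulated control wells; not every result past the cut was called active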
# DAT uptake mod = modulates human dopamine transporter uptake under cocaine. LLC-PK1 hDAT cells, [14C]-dopamine uptake with cocaine IC80; actives deviate in either direction. B-score at 10 µM. hit rate 1.3% among 110,000. AID 449768;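 active means Z score or B-score, a plate-position-corrected score, falls beyond the plate's 99.7% confidence bounds, in either direction; inactive means both scores lie inside the 99.7% bounds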;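 further: scored against the spread of the other compound wells on the same plate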
# Target sequence (Q01959 whole entry, looked up): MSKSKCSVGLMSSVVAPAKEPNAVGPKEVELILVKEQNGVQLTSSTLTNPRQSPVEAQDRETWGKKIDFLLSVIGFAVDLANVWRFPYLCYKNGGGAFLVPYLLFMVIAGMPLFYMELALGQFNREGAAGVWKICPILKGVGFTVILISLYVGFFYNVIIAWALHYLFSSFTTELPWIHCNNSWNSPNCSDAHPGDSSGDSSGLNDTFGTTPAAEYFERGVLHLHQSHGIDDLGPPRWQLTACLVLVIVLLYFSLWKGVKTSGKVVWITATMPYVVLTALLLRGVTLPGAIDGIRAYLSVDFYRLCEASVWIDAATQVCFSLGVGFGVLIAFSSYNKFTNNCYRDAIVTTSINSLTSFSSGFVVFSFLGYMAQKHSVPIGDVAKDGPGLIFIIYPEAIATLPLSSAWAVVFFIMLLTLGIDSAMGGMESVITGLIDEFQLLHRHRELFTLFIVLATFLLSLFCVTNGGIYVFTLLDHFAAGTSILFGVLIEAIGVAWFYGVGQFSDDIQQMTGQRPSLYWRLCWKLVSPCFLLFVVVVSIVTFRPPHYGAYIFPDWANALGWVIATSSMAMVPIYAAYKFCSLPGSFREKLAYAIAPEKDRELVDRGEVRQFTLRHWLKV
# MT1-MMP txn act = MT1-MMP promoter transcription activation. HT1080 MT1-MMP promoter luciferase reporter, luminescence, overnight; active compounds read high. activation factor at 10 µM. hit rate 0.16% among 86,000;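 active means activation factor of at least 2 for MT1-MMP transcription at 10 µM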
# Starred values were filed as active, the others as inactive; . = no result given; & = joins results of further samples; [ ] = dose if it differs, or a comment. These rows are one share of the data (hit frequency here may not be typical).
SMILES,IL1B cytotox,Candida biofilm,PTPN22 inh 2,TNFa cytotox,Smad3 inh,F-actin modifier,VCAM1 TNFa inh,DAT uptake mod,MT1-MMP txn act
CC1c2[nH]c3ccccc3c2CCN1C(=O)Nc1ccccc1 (stereo unspecified),13.3,4.5,11.4,-9.1,6.8,6.7,7.5,-0.348,1
CCOC(=O)c1c(C)sc2c1N(C(=O)CN1CCOCC1)c1cc(Cl)ccc1S2,7.3,6.4,2.5,-9.7,-0.6,0.2,41.5,0.316,1
CN(C)c1ccc(/C=N/NC(=O)C(O)(c2ccccc2)c2ccccc2)o1,-19.3,.,4.0,-11.7,.,-9.9,10.8,-0.552,.
Cc1cc(C)c([N+](=O)[O-])cc1-c1ccc(/C=N/NC(=O)c2nonc2N)o1,-20.8,.,4.2,9.5,.,-27.2,11.8,-0.667,.
Cc1onc(C(=O)/C=C/N(C)C)c1C(=O)Nc1nccs1,-25.7,.,0.2,-20.8,.,0.2,-4.8,-0.389,.
Cc1c(Cl)cnc(NC(=O)CSc2nnc(C)n2Cc2ccccc2)c1Cl,-21.4,8.7,5.0,-29.0,0.0,8.7,5.8,0.136,1
Cn1c(=NC(=O)c2cnccn2)sc2ccccc21,-10.2,5.5,4.8,0.0,3.0,-7.5,0.2,-0.00478,1.2
Cc1ccc(S(=O)(=O)N2CCOCC2)cc1C(=O)Nc1ccc(-c2cn3ccsc3n2)cc1,.,5.2,.,.,3.7,.,.,-0.353&-0.341,1.1
O=Cc1ccc(Sc2nnc(-c3ccccc3)o2)c([N+](=O)[O-])c1,3.3,2.6,-9.9,32.5,28.4,-13.3,-1.5,1.13,1.1
CN(C)c1ccc(CNn2cnnc2)cc1,-10.3,6.1,-8.9,-10.6,2.1,-9.6,14.5,1.39,0.9
CCOC(=O)N1CCC(NS(=O)(=O)c2cc3c(cc2C)NC(=O)CO3)CC1,-0.3,2.6,-5.0,-5.5,6.9,36.1,-10.2,0.48,1.1
COc1ccc(NC(C)=O)cc1NC(C)C(=O)Nc1cccc2ccccc12 (stereo unspecified),-142.7,6.4,5.4,-21.1,-5.3,5.3,-6.4,-0.615,1

# 2 of the compounds above, as labelled records.
> CC1c2[nH]c3ccccc3c2CCN1C(=O)Nc1ccccc1 (stereo unspecified)
  IL1B cytotox: 13.3; Candida biofilm: 4.5; PTPN22 inh 2: 11.4; TNFa cytotox: -9.1; Smad3 inh: 6.8; F-actin modifier: 6.7; VCAM1 TNFa inh: 7.5; DAT uptake mod: -0.348; MT1-MMP txn act: 1

> CCOC(=O)c1c(C)sc2c1N(C(=O)CN1CCOCC1)c1cc(Cl)ccc1S2
  IL1B cytotox: 7.3; Candida biofilm: 6.4; PTPN22 inh 2: 2.5; TNFa cytotox: -9.7; Smad3 inh: -0.6; F-actin modifier: 0.2; VCAM1 TNFa inh: 41.5; DAT uptake mod: 0.316; MT1-MMP txn act: 1

# Additional structures
SMILES,IL1B cytotox,Candida biofilm,PTPN22 inh 2,TNFa cytotox,Smad3 inh,F-actin modifier,VCAM1 TNFa inh,DAT uptake mod,MT1-MMP txn act
O=C1N(S(=O)(=O)c2ccccc2F)C(=O)C2(CCCC2)N1S(=O)(=O)c1ccccc1F,.,-1.6,.,.,-3.6,.,.,-0.0617,1.1
CCOc1ccccc1C(=O)NCc1ccc2c(c1)OCO2,-17.0,-1.4,-14.0,-2.7,-9.0,-12.5,-8.3,-0.358,0.9
CC(C)(C)n1nnnc1C(c1cccnc1)N(Cc1ccccc1)Cc1ccco1 (stereo unspecified),-10.6,7.4,0.9,-4.0,-7.2,-19.8,-13.7,.,1.3
CCc1ccc(OCC(=O)NC(NC(=S)Nc2ccc(C)cc2C)C(Cl)(Cl)Cl)cc1 (stereo unspecified),11.9,.,6.3,5.1,.,7.5,5.4,-0.0248,.
COc1ccc(C2/C(=C(\O)c3ccc4c(c3)OCCO4)C(=O)C(=O)N2CCCN(C)C)c(OC)c1 (stereo unspecified),.,-0.8,.,.,4.2,.,.,0.102,1.1
COc1ccccc1-c1cc(C(F)(F)F)nc(N2CCN(c3ccccc3)CC2)n1,0.4,3.6,7.5,-25.8,7.9,-1.6,-53.8,0.554,1.1
COc1ccc(CCNC2=NCCS2)cc1,.,13.6,.,.,6.0,.,.,0.441,1.1
CCOc1ccc(NC2CCN(C(C)=O)CC2)cc1,15.7,9.2,-18.0,-9.9,21.4,11.0,4.4,-0.186,1.2
CSc1nc(-c2ccccc2)nn1S(=O)(=O)c1ccc(Cl)cc1,14.9,-2.1,-4.1,11.3,5.3,-13.9,10.6,0.226,1.2
Cc1noc(C)c1CSc1ccccc1C(=O)N1CCN(c2ccccc2)CC1,-41.6,0.3,5.3,-11.0,6.7,-6.5,-9.6,-0.0294,1.3
CC(C)N(Cc1nc(-c2ccccc2)no1)C(=O)c1ccc(Cl)cc1,-3.7,4.8,-24.3,-12.2,5.1,5.1,17.9,-0.09,1
Oc1ccccc1N=Cc1ccc[nH]1,10.5,7.7,-1.5,-12.2,10.9,-47.8,13.4,0.292,1.3
Cc1ccc(S(=O)(=O)Nc2ccc3nc(C)sc3c2)cc1,-1.6,4.3,-8.5,-22.3,-3.1,11.2,7.5,-0.509,1.1
O=C(Nc1ccc(S(=O)(=O)N2CCCc3ccccc32)cc1)C1CCCO1 (stereo unspecified),-6.0,8.8,-4.3,-30.3,3.4,1.5,-4.3,1.96,1.1
O=C(c1ccc(Br)o1)N1CCN(c2ccc(F)cc2)CC1,-17.1,5.7,8.9,.,9.2,.,.,1.08,0.9
Cc1c(C)n(Cc2ccccc2)c2ncnc(N)c12,-11.1,8.2,-6.2,-33.0,-16.6,9.9,1.2,-0.0097,1.2
C=CCc1cc(OC)ccc1OCC(O)CN1CCN(c2ccc(OC)cc2)CC1 (stereo unspecified),-34.9,4.7,-0.6,0.0,10.1,10.9,13.8,0.151,0.9
Cc1ccc(NC(=O)CS(=O)Cc2nc(-c3ccc(C)cc3)oc2C)cc1 (stereo unspecified),22.2,5.8,-6.3,-4.1,0.4,-2.0,0.1,0.344,.
CC(C)(C)C(=O)CSc1nnc(-c2cccs2)n1CC1CCCO1 (stereo unspecified),6.9,1.8,3.4,-19.0,0.5,-3.3,-24.0,0.377,1.1
Cc1cccc(-c2nc3c(c(SCC(N)=O)n2)CCCC3)c1,-0.4,-1.8,-1.4,-18.0,-3.0,6.6,27.2,0.352,1.2
CO/N=C(/CNC(=O)c1ccc(Cl)cc1Cl)c1ccc(Cl)cc1,-46.5,.,-0.6,-3.4,.,5.3,1.6,.,.
COC(=O)c1ccccc1NC(=O)c1cc2ncc(Br)cn2n1,-10.7,0.0,7.3,10.7,-73.2[fluorescence artefact?],11.2,8.8,-2.35*,1
CC(=O)Nc1ccc(S(=O)(=O)c2c(N)n(CCN3CCOCC3)c3nc4ccccc4nc23)cc1,.,9.7,.,.,0.3,.,.,0.212,0.9
Cc1cc(C)cc(NC(=O)CN(Cc2ccccc2)S(C)(=O)=O)c1,-14.3,3.4,-0.8,-7.8,8.3,22.4,-0.5,-0.498,1.2
CN1C2C=C3C(C#N)=C(N)C(C#N)(C#N)[C@@H](c4ccsc4)[C@@H]3C1CC2 (stereo partly specified),13.2,4.8,5.7,5.2,0.7,-13.2,-1.7,-0.719,1
O=C(c1cc2c(s1)CCCC2)n1cccn1,-5.0,1.2,7.2,-3.1,6.1,6.2,5.4,-1.08,1.2
COCCn1c(C)cc(C(=O)COC(=O)C23CC4CC(CC(O)(C4)C2)C3)c1C,-3.3,8.1,9.2,-4.3,7.7,27.0,18.1,-0.0379,0.6
Cc1cc(N2CCCN(C)CC2)nc2cc(Cl)ccc12,.,4.3,.,.,10.0,.,.,0.509,1.1
CCc1cc2c(=O)n(Cc3ccco3)c(SCc3c(C)noc3C)nc2s1,-19.3,9.2,1.7,-17.0,15.9,-6.6,-1.6,-0.349,.
O=C(O)CCCCNS(=O)(=O)c1ccc(Cl)c(C(F)(F)F)c1,-22.3,4.6,-8.1,12.1,5.2,-11.9,22.3,1.96,1.1
Cc1ccc(SCCNC(=O)C(CO)(CO)CO)cc1,-11.8,10.2,-1.9,-26.9,3.8,-18.4,-37.0,-0.523,1
CCOC(=O)Cc1nnc(NC(=O)CSc2nncn2C)s1,-10.0,.,-15.8,-47.3,-3.0,-14.9,-30.2,-0.6,1.1
CCn1c(COc2ccccc2C)nnc1SCC(=O)N1CCCCC1,-23.6,11.1,2.3,-42.6,3.0,30.0,-62.2,0.582,1.2
COC(=O)Cn1c(=NC(=O)C(C)C)sc2c(C)cc(C)cc21,-4.3,6.9,-16.1,-16.7,4.7,1.2,1.4,0.279,.
CCOc1ccc(NC(=O)N2CC=C(n3c(=O)[nH]c4ccccc43)CC2)cc1,-10.7,7.2,3.1,-25.4,-13.3,-5.3,-22.4,1.51,1.1
COc1ccc(-c2nc(NC(=O)CSc3nnc4ccccn34)ns2)cc1,-20.0,.,2.9,-1.3,.,-34.0,1.3,-0.633,.
O=C(CCN1CCOCC1)c1ccc2c(c1)OCCO2,21.5,4.8,6.6,-8.8,13.5[fluorescence artefact?],-1.6,-13.9,-0.301,1.2
COc1ccc(/C(O)=C2/C(=O)C(=O)N(CCN3CCOCC3)C2c2ccccn2)cc1OC (stereo unspecified),7.4,6.0,1.6,-9.5,-6.2,1.3,-14.4,-0.815,1.1
COC(=O)Cc1ccc(NC(=O)c2ccc(Br)o2)cc1,-13.2,0.4,-3.7,-5.4,-0.5,-7.0,3.6,2.45,1.5
CCC1(C)Cc2c(sc3nnn(Cc4ccccc4Cl)c(=O)c23)CO1 (stereo unspecified),-2.7,.,-2.1,.,.,8.2,-13.6,-0.00372,.
CC(=O)N1Cc2ccccc2CC1C(=O)O (stereo unspecified),21.2,.,9.0,-8.0,.,-11.9,31.6,-0.0787,.
O=C(c1cc2ccccc2o1)N1CCCCCC1,-3.2,5.0,-11.4,-21.0,8.1[fluorescence artefact?],-5.6,0.8,-0.961,1.5
Cc1cc2c(nn1)CCc1nonc1-2,0.9,2.7,-5.7,-19.8,8.4,12.2,2.4,-0.622,1.2
COC(=O)CCCCC1SCC2NC(=O)NC21O (stereo unspecified),-1.9,-0.2,-4.3,4.4,0.5,.,13.9,-0.118,1.2
CCSc1nc(=O)n(-c2ccccc2)c(C)c1C(C)=O,-13.0,5.2,-4.6,-8.8,-0.5,-1.5,-1.0,0.134,1.4
COCc1nnc(NC(=O)CC(C)c2ccccc2)s1 (stereo unspecified),14.2,6.7,-9.9,-23.1,6.8[fluorescence artefact?],-0.4,13.4,0.433,1
NC(=O)COc1cccc2cccnc12,5.6,-2.1,2.4,-11.1,6.8,-9.6,12.1,-0.191,1.1
COc1ccc(N2C(=O)CC(NC3CCCCNC3=O)C2=O)cc1 (stereo unspecified),22.4,8.8,-3.6,-46.7,0.9,34.9*,11.3,-0.088,1.3
Cc1cc(C)c2cc(CN(Cc3ccc4c(c3)OCO4)Cc3nnnn3Cc3ccco3)c(=O)[nH]c2c1,-24.6,.,18.2,-9.2,.,-10.2,-53.9,2.95*,0.9
COc1ccc(-c2csc(N(CC3CCCO3)C(=O)c3cccs3)n2)cc1 (stereo unspecified),-0.6,3.4,13.6,-17.1,-2.9,-3.4,-15.0,-0.0287,1.9
O=C(Cn1c(=O)oc2ccccc21)NCc1ccco1,-4.6,.,-6.4,8.8,.,5.1,4.8,0.412,1.2
Cc1cc(-c2ccccc2)n(-c2ccc(C(=O)N3CCN(c4ncccn4)CC3)cc2)n1,-3.4,-1.0,-17.3,-19.1,-6.3,8.8,-6.4,2.5*,1
O=C(CSc1ncn(-c2ccccc2)n1)Nc1nc2c(s1)CCCC2,-6.7,6.3,1.8,-3.4,-0.7,9.2,26.5,0.798,1.2
Nc1nc(-c2ccc3c(c2)OCCO3)cs1,.,7.1,.,.,-3.2,.,.,1.37,1.7
